PP5 inh: blocks human protein phosphatase 5 activity | inhibition, % at 6.7 µM | hit rate 0.18% among 320,000 | purified PP5c, OMFP substrate fluorescence;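 active = inhibition above the campaign's mean inhibition across all tested compounds plus 3 SD, cut at about 9.5% in these data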;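 note: 0% = DMSO only and 100% = 100 µM cantharidin control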
Efflux pump mplx: antifungal efflux pump inhibition, Nile Red retention. S. cerevisiae Candida pump triplex. inhibition, % at 10 µM. hit rate 0.44% among 330,000. AID 485275;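 active = plate passing quality check with inhibition over a set limit, or well fluorescence over plate mean plus 4 SD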;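 note: Nile Red retained in pooled yeast measured as flow cytometry median fluorescence; 0% = buffer negative control and 100% = Enniatin B positive control; higher means more Nile Red kept so more efflux inhibition; some compounds called inactive have numbers as strong as hits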
TPT1 inhibitor: blocks Candida albicans tRNA 2'-phosphotransferase; AID 1962; inhibition, % at 5 µM; hit rate 0.81% among 300,000; recombinant caTPT1, FP RNA substrate dephosphorylation;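 active = inhibition above the mean of all tested compounds plus 3 SD, set per screening campaign, cut at about 24% in these data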;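 note: plate controls were DMSO alone for no effect and ferristatin control at 100 nM for full effect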
GASC-1 inh: human JMJD2C demethylase inhibition; Q9H3R0; AID 2099; hit rate 0.069% among 330,000; inhibition, % at 2.35 µM; GST-JMJD2C(1-420) H3K9me3 demethylation, DELFIA europium;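 active = more than half of a compound's replicate wells show inhibition beyond 50%, single wells judged on their own value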;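 note: signal counts dimethyl H3K9 product captured on neutravidin plate; 0% = median of DMSO wells and 100% = 0.3 times that DMSO median; strong numbers were not always called active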
Fh CTSL1 inh: blocks F. hepatica cathepsin L1 in PFM18AAP counter-screen | recombinant F. hepatica cathepsin L1, Z-Leu-Arg-MCA fluorescence | inhibition, % at 5.96 µM | hit rate 0.49% among 300,000;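 active = inhibition above the mean of all tested compounds plus 3 SD, set per screening campaign, cut at about 17% in these data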;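 note: 0% = plate median of test compound wells and 100% = 1 µM Z-Phe-Ala-diazomethylketone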
HCV core dimer: HCV core protein dimerization inhibition; TR-FRET GST/Flag-core106 dimerization, 1536-well; inhibition, % at 5 µM; hit rate 0.33% among 300,000; AID 1899;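 active = inhibition above the mean of all tested compounds plus 3 SD, set per screening campaign, cut at about 45% in these data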
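Test system: GST/Flag-tagged HCV core106 proteins; Medium: KF-containing HEPES buffer, pH 7.45, DTT, CHAPS, BSA; Times: compound-protein-antibody incubation 4 h at 22.5 °C; Detection: TR-FRET 671 and 617 nm emission; Benchmarks: wells lacking GST-core106 and wells with excess unlabelled core106.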
LYPLA2 counter: counter-screen for PME1 inhibitors: inhibitors of human LYPLA2; recombinant LYPLA2, FP-Rh probe fluorescence polarization; inhibition, % at 5.9 µM; hit rate 0.38% among 320,000; AID 2177;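 active = inhibition above the screen-wide mean plus 3 SD, limit set per campaign, cut at about 26% in these data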;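 note: 0% = LYPLA2 with DMSO and 100% = wells lacking LYPLA2 enzyme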
Target sequence (O95372 whole entry, looked up): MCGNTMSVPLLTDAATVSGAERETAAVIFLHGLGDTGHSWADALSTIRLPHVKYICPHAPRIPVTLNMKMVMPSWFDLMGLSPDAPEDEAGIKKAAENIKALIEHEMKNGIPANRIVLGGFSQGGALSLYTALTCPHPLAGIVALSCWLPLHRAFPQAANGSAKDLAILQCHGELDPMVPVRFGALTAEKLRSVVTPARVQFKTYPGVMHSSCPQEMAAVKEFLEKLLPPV
PP1 counter: PP1-alpha (human) inhibition in PP5 counter-screen | hit rate 0.9% among 320,000 | P62136 | purified PP1alpha, OMFP fluorescence | inhibition, % at 6.7 µM;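 active = inhibition above the mean inhibition of all tested compounds plus 3 SD, computed separately for each screening campaign, cut at about 15% in these data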
PREPL inh: inhibits the human prolyl oligopeptidase-like enzyme; inhibition, % at 5.96 µM; hit rate 0.68% among 320,000; recombinant PREPL, fluorescence polarization activity-based probe; Q4J6C6; in the data active = inhibition above about 43%;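 note: 0% = enzyme with DMSO and 100% = wells lacking enzyme; many of its hits are not listed in these tables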
Target sequence (Q4J6C6 whole entry, looked up): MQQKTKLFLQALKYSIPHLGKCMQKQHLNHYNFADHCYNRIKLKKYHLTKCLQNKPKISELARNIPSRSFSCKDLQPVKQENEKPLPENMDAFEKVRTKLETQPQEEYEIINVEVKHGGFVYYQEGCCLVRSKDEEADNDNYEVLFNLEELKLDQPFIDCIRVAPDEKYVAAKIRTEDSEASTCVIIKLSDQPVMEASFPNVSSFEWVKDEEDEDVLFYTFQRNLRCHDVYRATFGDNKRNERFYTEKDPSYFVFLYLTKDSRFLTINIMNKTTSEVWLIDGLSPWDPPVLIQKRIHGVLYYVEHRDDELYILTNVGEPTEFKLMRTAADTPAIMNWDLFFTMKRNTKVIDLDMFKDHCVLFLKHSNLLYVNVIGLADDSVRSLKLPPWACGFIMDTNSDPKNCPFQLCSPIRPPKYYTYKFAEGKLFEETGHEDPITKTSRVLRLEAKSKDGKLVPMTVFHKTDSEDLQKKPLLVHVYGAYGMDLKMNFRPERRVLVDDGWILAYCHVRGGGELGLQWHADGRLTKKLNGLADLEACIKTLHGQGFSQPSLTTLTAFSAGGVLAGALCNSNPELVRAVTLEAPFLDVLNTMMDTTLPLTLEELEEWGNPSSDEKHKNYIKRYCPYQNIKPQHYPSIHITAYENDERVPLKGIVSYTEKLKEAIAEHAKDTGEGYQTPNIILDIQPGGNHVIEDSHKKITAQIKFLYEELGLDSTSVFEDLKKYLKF
* = called active by the depositor; / = no result given. An excerpt; rates above refer to the full screens.

#	molecule	PP5 inh	Efflux pump mplx	TPT1 inhibitor	GASC-1 inh	Fh CTSL1 inh	HCV core dimer	LYPLA2 counter	PP1 counter	PREPL inh
1	COc1cc(/C=C2/SC(=S)N(CC(=O)NC(C)(C)C)C2=O)cc(OC)c1OC	2.3	0.0	-1	4	0	3	-9	8	-2
2	COc1ccc(C(=O)C[n+]2ccc3c(c2)nc(-c2cc(OC)c(OC)cc2OC)n3C)cc1	-0.8	0.0	-1	3	1	-2	0	-4	35
3	COc1cccc(-c2ncc3ccccc3c2COC(=O)c2ccco2)c1	0.0	-0.4	/	-3	/	/	4	5	-2
4	CC(=O)c1cccc(N2C(=NC(=O)CCc3ccccc3)SC3CS(=O)(=O)CC32)c1 (stereo not given)	1.0	0.1	-2	-2	2	5	10	-1	17
5	COc1ccc(CC(=O)NNC(=O)CCC(=O)Nc2cc(C)ccc2C)cc1	-0.2	0.0	-6	-1	-2	0	2	-1	-4
6	CCOc1ccccc1NC(=O)NS(=O)(=O)c1ccc(C)cc1	0.2	-0.1	-3	-2	-5	-2	7	-1	7
7	COc1ccc(NC(=S)Nc2ccc(N)c([N+](=O)[O-])c2)cc1	1.1	0.0	0	8	1	-7	-5	2	31
8	CCc1nn2c(=O)cc(COc3ccc(NC(=O)c4ccco4)cc3)nc2s1	-3.5	-0.2	1	33	9	-18	-4	13	16
9	CN(Cc1ccsc1)C(=O)CCc1nnc(CCCc2ccccc2)o1	-0.4	0.1	-5	0	1	0	6	-2	-5
10	O=C(/C=C/c1ccccc1)NC(NC(=S)Nc1cccc(Cl)c1)C(Cl)(Cl)Cl (stereo not given)	-4.3	0.0	-3	3	18*	9	-48	7	-15
11	O=C(N/N=C/c1c[nH]c2ccccc12)c1ccncc1	2.7	-0.2	-1	-34	-2	-12	4	2	15
12	CCOc1ccc(NC2=NC(C)(C)N=C(N)N2)cc1	0.4	-0.1	0	-3	1	-2	8	0	12
13	Cc1onc(-c2ccccc2)c1C(=O)NCc1cccc(Cl)c1	1.3	-0.1	-3	5	-3	-2	-4	-2	-3
14	COCCCn1c(CCC(=O)O)ccc1-c1cccs1	3.1	0.3	-1	8	-2	-1	-2	-1	2
15	Cc1cc(C)cc(C(=O)NCc2ccc3c(c2)OCO3)c1	-3.7	-0.2	1	-6	2	10	4	-4	-4
16	COc1ccc(-c2noc(CNC(=O)c3ccoc3C)n2)cc1	-1.4	-0.1	-2	-6	5	3	2	-2	-3
17	CCCCNC(=O)Oc1ccc(C(=O)N2c3ccccc3NC(=O)C2C)cc1 (stereo not given)	1.2	0.2	-1	22	1	10	-2	-1	2
18	COCCCNC(=O)Cn1ccc(NC(=O)OCc2ccccc2)nc1=O	2.6	0.5	/	-3	/	/	1	-6	21
19	Cc1nn(Cc2cccc(C(=O)Nn3cc([N+](=O)[O-])cn3)c2)c(C)c1[N+](=O)[O-]	3.8	-0.1	0	-6	-2	-17	13	0	9
20	Cc1cc(-c2ccc(S(=O)(=O)Nc3ccc(C#N)cc3)s2)on1	-1.8	-0.1	5	4	-3	0	-6	3	-2
21	COc1ccc(CCNC(=O)CCNC(=O)N2CC(=O)Nc3ccccc32)cc1OC	2.8	-0.2	-3	56	-2	-13	4	-1	11
22	N#C/C(=C\c1ccncc1)C(N)=O	1.0	0.7	-4	16	4	0	-7	-2	3
23	O=c1c(-c2ccccc2)c(O)c2cccc3c2n1CCC3	3.3	0.2	-2	14	-7	-1	1	-5	13
24	S=C1N(c2ccccc2)CN(CCN2CCOCC2)CN1c1ccccc1	1.0	-0.1	-5	5	-7	-4	4	-3	-8
25	CCc1ccc(NC(=O)C2CCCN(S(=O)(=O)c3c(C)[nH]c(=O)[nH]c3=O)C2)cc1 (stereo not given)	-0.2	0.2	-1	1	7	-2	-3	-1	3
26	O=C(Cn1cc([N+](=O)[O-])ccc1=O)NC1CCCCC1	1.7	0.0	/	2	/	/	7	-3	2
27	CC(C)C[C@@H](CO)N1CCN(Cc2cccnc2)CCC1=O	0.3	-0.1	-2	0	0	2	6	-4	6
28	COC(=O)C1=C(C)N(CCc2ccccc2)C(=O)C1(NS(=O)(=O)c1ccc(NC(C)=O)cc1)C(F)(F)F (stereo not given)	3.1	1.2	1	-3	-7	1	0	-9	14
29	CCOC(=O)c1[nH]cnc1C(=O)Nc1ccccc1	-1.6	0.0	-4	-2	4	0	4	-5	3
30	CCc1cc(=O)oc2c3c(cc(OCC(=O)NCCCC(=O)O)c12)OC(C)(C)CC3	2.6	-0.3	-4	4	4	-11	0	1	8
31	CC1CCN(c2c(NCc3ccc(C(=O)NCc4ccccc4)cc3)c(=O)c2=O)CC1	-0.6	0.1	1	44	0	-2	6	-3	1
32	O=C(Cc1ccccc1)N(c1ccc(F)cc1)C1C=CS(=O)(=O)C1 (stereo not given)	2.8	0.5	4	3	-2	-2	3	1	-7
33	CCCC1C(C#N)=C(N)Oc2cc(C)n(C)c(=O)c21 (stereo not given)	-0.3	-0.1	0	-1	-3	4	3	1	0
34	COc1ccc(CCNC(=O)c2cc(S(=O)(=O)N3CCCCC3)c[nH]2)cc1OC	1.8	0.1	4	27	2	-5	-7	-3	7
35	Cc1nc2ccccc2c(=O)n1NC(=O)c1ccc(C(C)(C)C)cc1	3.0	0.1	3	-3	-1	7	4	1	-7
36	CCCCNS(=O)(=O)c1ccc(NS(=O)(=O)c2c(C)cc(C)cc2C)cc1	5.8	0.9	2	-4	2	6	-6	6	5
37	O=[N+]([O-])c1cccc(/C=C/c2ccccn2)c1	0.6	0.0	-1	-3	-1	-5	0	0	8
38	CC(CCc1ccccc1)NC(=O)CN1CCN(Cc2ccccc2)C1=O (stereo not given)	2.5	0.1	0	2	-1	-1	-1	1	4
39	O=C(O)c1cnn2c(-c3ccccc3)ccnc12	0.9	0.0	-1	11	3	-8	-5	3	-6
40	Cn1c(=O)[nH]c(=O)c2c1nc(SCC(=O)O)n2CCc1ccccc1	-0.1	0.0	1	35	-1	-2	0	-2	0
41	CC(Oc1ccccc1)c1ccnc(N)n1 (stereo not given)	0.6	0.3	0	-26	3	1	-6	-3	14
42	COC(=O)Cc1c(C)c2ccc(O)c(CN3CCCC(C)C3)c2oc1=O (stereo not given)	0.7	-0.1	-2	10	11	-10	2	0	8
43	NC(=O)c1ccc(NC(=O)CN2CCOCC2)cc1	2.7	0.0	-1	2	-1	-64	2	-2	1
44	COc1ccc(NC(=O)c2cccc3ccccc23)cc1	-2.5	0.4	0	8	-1	-4	-5	-6	13
45	CCOC(=O)C(Cc1ccccc1)(NC(C)=O)C(=O)OCC	1.4	0.1	2	128	-1	-10	6	-1	5
46	O=C1C2ON(c3ccccc3)C(c3ccncc3)C2C(=O)N1c1ccc(Br)cc1 (stereo not given)	-1.5	-0.2	-3	6	-1	-2	2	1	-9
47	CSCC[C@H](NC(=O)N1CCn2c1nc1ccccc12)C(=O)NCC1CCCO1 (stereo not given in full)	1.5	0.1	-2	-6	-2	3	4	-1	-2
48	CCOC(=O)C1CCCN(C(=O)CSCc2ccccc2)C1 (stereo not given)	-0.1	-0.1	0	-3	-42	3	1	0	-4

Some of these compounds in order of number of heavy atoms, smallest number first:
#	molecule	PP5 inh	Efflux pump mplx	TPT1 inhibitor	GASC-1 inh	Fh CTSL1 inh	HCV core dimer	LYPLA2 counter	PP1 counter	PREPL inh
41	CC(Oc1ccccc1)c1ccnc(N)n1 (stereo not given)	0.6	0.3	0	-26	3	1	-6	-3	14
43	NC(=O)c1ccc(NC(=O)CN2CCOCC2)cc1	2.7	0.0	-1	2	-1	-64	2	-2	1
46	O=C1C2ON(c3ccccc3)C(c3ccncc3)C2C(=O)N1c1ccc(Br)cc1 (stereo not given)	-1.5	-0.2	-3	6	-1	-2	2	1	-9

(list continues)
#	molecule	PP5 inh	Efflux pump mplx	TPT1 inhibitor	GASC-1 inh	Fh CTSL1 inh	HCV core dimer	LYPLA2 counter	PP1 counter	PREPL inh
49	COc1cc(N)ccc1C(=O)O	0.3	-0.1	-1	-15	0	2	0	-6	1
50	CCOC(=O)c1cnc(SC)nc1Oc1cccc(NS(=O)(=O)c2ccc(Cl)cc2)c1	0.5	0.2	-6	32	-3	2	2	7	-4
51	CCC(=O)C1CCCN(C(=O)c2ccc(OC3CCN(C(=O)c4cccnc4)CC3)cc2)C1 (stereo not given)	1.1	0.0	-5	6	-1	2	4	-4	-2
52	O=C(O)c1ccc(C(=O)c2ccc3c(c2)C(=O)N(CC2CCCO2)C3=O)cc1 (stereo not given)	4.1	0.0	4	20	-3	-4	-3	-5	-11
53	O=C(CSc1ccc2ccccc2c1Br)Nc1cccc(S(=O)(=O)NC2=NCCCCC2)c1	-0.2	0.4	-2	-5	-1	16	-59	11	21
54	CC(Cc1ccccc1)NC(=O)c1cc2ccccc2o1 (stereo not given)	3.1	-0.2	-4	2	-4	-14	-1	3	-26
55	O=c1oc2ccccc2c(Cl)c1CN1CCCCC1	-0.9	0.0	3	-2	-2	-1	1	2	-4
56	CC(CCc1ccccc1)NC(=O)CN1CCSc2ccccc21 (stereo not given)	1.1	-0.1	2	10	-1	1	-6	2	9
57	Cc1cccc(C)c1NC(=S)N(CCc1ccncc1)C(C)C	0.6	0.0	-2	-6	3	-2	5	-2	26
58	Cc1cccc(/C=N/NC(=O)CC(=O)NCCc2ccccc2)c1	-0.8	0.0	-1	3	4	2	1	-3	-4
59	CCN1CCN(Cc2ccc(NC(=O)c3cc(NC(=O)c4cc(-c5ccc(OC)cc5)n[nH]4)cc(OC)c3)cc2C(F)(F)F)CC1	4.0	0.1	-3	-14	0	-20	-69	11	-10
60	O=C(CCCCn1c(=O)c2ccccc2n(Cc2ccc(Cl)cc2)c1=O)NCc1ccco1	2.5	-0.1	2	-11	2	16	-9	4	5
61	Cc1ccc(-n2nc3c(=O)n(CCCC(=O)NCc4ccc(F)cc4)nc(C)c3c2C)cc1	-1.8	0.0	0	-3	0	4	4	-2	10
